# High-throughput results from PubChem.
# RAD52 inh: blocks human RAD52 DNA annealing; P43351; recombinant RAD52 DNA annealing, FRET fluorescence; inhibition, % at 18.7 µM; actives 0.46% (n = 360,000);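 active = every replicate showing at least 50% inhibition; inconclusive = mean inhibition at least 50% but not in every replicate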
# Target sequence (P43351 whole entry, looked up): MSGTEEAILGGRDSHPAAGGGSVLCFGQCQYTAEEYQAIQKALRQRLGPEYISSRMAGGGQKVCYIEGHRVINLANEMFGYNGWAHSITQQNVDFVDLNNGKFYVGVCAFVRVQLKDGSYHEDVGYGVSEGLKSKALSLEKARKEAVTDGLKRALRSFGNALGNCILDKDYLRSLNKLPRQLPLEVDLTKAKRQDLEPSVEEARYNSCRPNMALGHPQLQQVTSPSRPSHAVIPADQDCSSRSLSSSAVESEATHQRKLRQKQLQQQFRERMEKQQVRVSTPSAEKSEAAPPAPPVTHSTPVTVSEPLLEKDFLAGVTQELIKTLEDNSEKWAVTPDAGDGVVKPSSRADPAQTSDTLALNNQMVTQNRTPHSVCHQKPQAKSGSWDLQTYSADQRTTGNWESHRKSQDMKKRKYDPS
# E-sel inducer: induces E-selectin expression in human endothelial cells; P16581; HUVEC E-selectin immunofluorescence imaging; normalized: neutral wells 0, TNF-alpha wells 100; activation, % at 7.58 µM; actives 0.37% (n = 260,000);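 active = mean E-selectin-positive cell signal at least 10% of the positive control, reached in at least 60% of replicates, without over 20% cell loss; inconclusive = no rule given, readout overlaps actives, possibly toxicity-flagged; inactive = the rest, including those meeting only one limit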;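 note: in these data hits start at about 27%; measured in HUVEC primary endothelial cells; signal is the percent of cells scored E-selectin positive by PE staining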
# Target sequence (P16581 whole entry, looked up): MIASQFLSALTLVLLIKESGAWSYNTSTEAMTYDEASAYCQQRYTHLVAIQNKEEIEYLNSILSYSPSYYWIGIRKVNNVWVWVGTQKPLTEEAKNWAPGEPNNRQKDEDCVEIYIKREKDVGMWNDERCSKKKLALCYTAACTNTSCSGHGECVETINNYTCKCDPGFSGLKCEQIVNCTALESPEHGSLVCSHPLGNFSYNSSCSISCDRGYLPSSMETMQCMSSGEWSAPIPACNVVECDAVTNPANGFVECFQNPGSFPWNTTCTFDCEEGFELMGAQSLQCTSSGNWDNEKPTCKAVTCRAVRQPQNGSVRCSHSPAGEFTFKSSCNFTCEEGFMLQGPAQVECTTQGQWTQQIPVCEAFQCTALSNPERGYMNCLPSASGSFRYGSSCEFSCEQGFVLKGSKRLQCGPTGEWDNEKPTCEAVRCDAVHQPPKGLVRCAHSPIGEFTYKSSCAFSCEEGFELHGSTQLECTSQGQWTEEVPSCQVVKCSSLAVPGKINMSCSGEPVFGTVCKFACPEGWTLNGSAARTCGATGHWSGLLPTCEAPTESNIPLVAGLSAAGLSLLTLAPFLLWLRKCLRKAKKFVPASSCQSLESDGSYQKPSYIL
#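 Test system – human umbilical vein endothelial cells (HUVEC), E-selectin induction · Input – 3,000 HUVEC seeded per well · Buffer or medium – EGM-2, gelatin · Compound dosing – single-point compound dose · Detection – immunofluorescence imaging · Measure – percent E-selectin-positive cells · Controls – TNF-alpha high, DMSO low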
# ERAP1 inh: ERAP1 (human) enzyme inhibition. inhibition, % at 10.7 µM. recombinant ERAP1, Leu-AMC fluorescence, 60 min. actives 0.15% (n = 340,000). Q9NZ08. AID 652197;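 active = mean replicate inhibition of at least 30%, or all replicates individually reaching that 30% level; inactive = mean below 30% and not every replicate reaching it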;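 note: 0% = neutral control wells and 100% = L-leucinethiol positive control wells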
# RAD54 branch: blocks human RAD54 Holliday junction branch migration; AID 602329; actives 0.14% (n = 360,000); Q92698; FAM/BHQ fluorescence; inhibition, % at 10.4 µM;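 active = mean normalized replicate activity at least 40 and at least half of replicates scoring 40 or more; inconclusive = only one of the two criteria met; inactive = mean below 40 and under half of replicates reaching 40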;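 note: 0% = median of neutral control wells and 100% = median of positive control wells; inhibitors cause a drop in the FAM fluorescence signal; in these data hits start at about 50%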
# Cneo AK release: causes C. neoformans cell lysis; lysis activity, % at 15 µM; actives 0.2% (n = 360,000); adenylate kinase release luminescence, 4 h; normalised: neutral wells 0, clomiphene wells 100;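 active = mean lysis activity across replicates of at least 80%, whatever share of replicates individually reach that level; inactive = mean lysis activity below 80%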
#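 read-out = cell lysis signal | test system = log-phase Cryptococcus neoformans yeast cells | input = cells at 5 × 10^6 per mL | medium = fresh YPD growth medium | signal = luminescent adenylate kinase detection reagent | timing = 4 h at 37 °C static, read 1 h later | dosing = single dose | controls = Clomiphene as positive lysis control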
# PglD inh: inhibitors of Campylobacter jejuni PglD acetyltransferase; purified PglD enzyme, DTNB colorimetric CoA detection; inhibition, % at 12.5 µM; AID 602405; actives 0.098% (n = 360,000); in the data active = inhibition above about 16%, passing the limit was not always enough; inconclusive = no clear call, values can overlap the other calls; note: strong numbers were not always called active
# miR-122 sensor: blocks miR-122 activity in Huh7 sensor cells; activation (reporter increase), % at 12.5 µM; AID 602342; Huh7 miR-122 Renilla luciferase sensor, 48 h; neutral wells = 0, positive control = 100; actives 0.3% (n = 340,000);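 active = mean replicate activation score at least 90 and every replicate individually at or above 90; inconclusive = only one of the two criteria met; inactive = neither criterion met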;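 note: higher luciferase means less miR-122 activity so hits act as miR-122 inhibitors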
# PGC1a acetyl inh: PGC1a acetylation modulation, inhibitor mode; actives 0.17% (n = 350,000); U2OS PGC1a acetylation, AlphaScreen anti-acetyl-lysine; with virally co-expressed GCN5 acetyltransferase; inhibition, % at 15.6 µM;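 active = every replicate shows inhibition of at least 40%; inconclusive = mean inhibition at least 40% but some replicate below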;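 note: 0% = neutral control wells and 100% = positive control wells; some results beyond the cut were filed as inactive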
# Active calls of the source: *; ? = inconclusive; · = no result given; [ ] = dose if it differs, or a comment.
# Values in the order – RAD52 inh, E-sel inducer, ERAP1 inh, RAD54 branch, Cneo AK release, PglD inh, miR-122 sensor, PGC1a acetyl inh
Cc1ccc(CNC(=O)C2CCC(=O)N(CCCN3CCOCC3)C2)cc1 (configuration not stated)
    4.0, ·, -0.5, 2.8, 0.2, 7.8, -1.5, 6.8
COc1ccccc1C(=O)O/N=C1/CCCc2c1ccc(OC)c2[N+](=O)[O-]
    ·, ·, ·, -5.3, 2.1, -0.2, -0.4, -18.8
O=S(=O)(NCC[C@H]1CC[C@@H](NS(=O)(=O)c2ccccc2Cl)[C@@H](CO)O1)c1ccc(F)cc1
    -4.5, 0.6, 2.1, -7.0, -4.4, -2.0, ·, -5.1
CN(C)CCCn1c(=O)n(CCc2ccccc2)c(=O)c2c3c(sc21)CCCCC3
    55.7*, ·, -5.0, 0.8, 0.5, 3.0, -4.4, -5.8
CCOc1ccc(NC(=O)NCCCSC2CCCCC2)cc1
    ·, ·, ·, 6.5, 0.1, 2.4, 2.2, 8.9
CCCNC(=O)C1(C)CCCN(C(=O)CN2C(=O)c3ccccc3C2=O)C1 (configuration not stated)
    -6.5, 1.2, 3.1, -4.9, -10.6, -4.4, 7.4, 3.6
C[C@H](CO)N1C[C@H](C)[C@H](CN(C)C(=O)Nc2ccc3c(c2)OCO3)Oc2ncc(C#Cc3cccc(F)c3)cc2C1=O
    7.8, 11.0, 0.5, -4.7, -1.9, -0.5, -7.2[16.7 µM], -4.1
CCOC(=O)c1cnc(-n2nc(C)cc2C)nc1N1CCOCC1
    ·, -1.1, ·, -5.1, 1.5, -4.4, 11.2, -1.8
COc1ccc(-c2[nH]ncc2CN2CCN(c3ccccn3)CC2)c(OC)c1
    -18.3, 1.2, -1.8, 0.8, 0.0, -2.8, -5.3, 5.2
S=c1nc(-c2ccccc2)c(-c2ccccc2)n[nH]1
    -14.6, 0.4, 0.6, -13.1, 1.7, 3.9, -6.4, ·
O=C(C[C@H]1C=C[C@@H](NC(=O)Nc2cc(F)ccc2F)[C@@H](CO)O1)NCc1ccc2c(c1)OCO2
    -15.2, -0.4, -4.2, -0.9, 2.7, 2.8, ·, -0.5
CCOC(=O)[C@H]1[C@H]2COc3ccc(C)cc3[C@@H]2N2C(=O)c3cc(F)ccc3NC(=O)[C@@]12C
    0.2, -0.2, -0.9, 1.1, -0.3, 1.8, -4.6, 10.0
COc1ccc(C(=O)N2CCN(c3ccc(NC(=O)c4cccnc4)cc3)CC2)cc1
    -6.9, -0.2, 0.6, 5.4, 3.0, -3.7, -0.7, ·
O=C(NCCc1ccccc1)c1ccc2nc3cc(Cl)ccc3c(=O)n2c1
    -9.5, 0.0, 1.2, 8.3, 4.0, 9.5, ·, ·
N#Cc1ccccc1Sc1ccccc1C(=O)OCc1nnc(-c2ccccc2)o1
    ·, ·, ·, 6.0, 0.2, 2.2, -3.1, 1.7
CCn1c(SCc2ccc(Cl)c(Cl)c2)nnc1C(C)NC(=O)c1ccc(OC)cc1 (configuration not stated)
    -38.2, ·, 4.9, -1.8, 1.3, 0.3, -5.2, 7.1
COc1cccc(NC(=O)C(=O)NCCc2ccc(F)cc2)c1
    -7.5, 4.7, 4.9, ·, ·, ·, ·, 0.8
CNC[C@@H]1Oc2ccc(NS(=O)(=O)c3cccs3)cc2C(=O)N([C@@H](C)CO)C[C@H]1C
    -4.8, 0.1, 1.7, 6.5, -16.6, 1.0, 1.9[16.7 µM], 2.2
COc1ccccc1C#Cc1ccc([C@@H]2[C@@H](CO)N3CCCCN(S(C)(=O)=O)C[C@H]23)cc1
    2.2, -0.1, -0.1, -5.8, 1.8, 7.5, -3.8[16.7 µM], 2.8
COc1ccc2occ(C(=O)c3coc4ccc(O)c(CN(C)C)c34)c2c1
    ·, ·, ·, 24.6, -1.2, -3.2, 3.5, ·
Cc1ccccc1CSc1nsc(N)n1
    ·, ·, ·, -3.0, -2.5, 4.2, -8.5, -7.4
CC(=O)NC(c1ccc(F)c(F)c1)c1nc(-c2cccc(F)c2)cs1 (configuration not stated)
    -26.9, 0.1, -0.1, -8.7, -0.6, 4.5, 8.2, ·
CC(C)n1cnc2c(oc3ccccc32)c1=O
    -6.5, 0.0, -3.1, -0.4, -1.0, -3.6, ·, 1.8
CC1(C)NC(=O)N(CC(O)COc2ccc(-c3ccccc3)cc2)C1=O (configuration not stated)
    ·, ·, ·, 6.3, -1.1, -0.2, -2.0, -9.2
C[C@H](O)C#Cc1ccc2c(c1)O[C@H](CN(C)Cc1cccnc1)[C@H](C)CN([C@@H](C)CO)S2(=O)=O
    4.3, -0.2, 0.0, 5.2, 10.6, -1.5, -17.2[16.7 µM], -4.4
CC(=O)c1ccc(OCc2cn(CC(=O)c3ccc(O)cc3)nn2)cc1
    -13.6, -0.1, 1.0, 0.7, 3.2, -1.8, -0.9, 11.9
C=CCn1c(=O)c2c(nc(-n3nc(C)cc3C)n2C)n(C)c1=O
    -2.8, 0.2, -1.1, -7.0, -1.3, -3.2, -7.2, ·
O=c1c(-c2ccc(Cl)cc2)coc2c(CN3CCCCC3)c(O)ccc12
    -4.3, ·, -3.3, -21.9, -1.0, -7.0, -3.5, -3.9
C[C@H]1CCCCO[C@H](CN(C)C(=O)c2ccccc2)[C@@H](C)CN([C@@H](C)CO)C(=O)c2cc(NC(=O)Nc3ccc(C(F)(F)F)cc3)ccc2O1
    -3.4, 5.4, -2.2, 2.6, -2.2, 1.8, -3.1[16.7 µM], 4.7
Cc1nc2ccccc2n1CCOc1ccc(F)cc1
    -21.6, 0.0, 0.9, -4.8, 3.2, -5.3, 7.3, -1.1

# Of the compounds above, 4 have a Cl atom.
# Values in the order – RAD52 inh, E-sel inducer, ERAP1 inh, RAD54 branch, Cneo AK release, PglD inh, miR-122 sensor, PGC1a acetyl inh
O=S(=O)(NCC[C@H]1CC[C@@H](NS(=O)(=O)c2ccccc2Cl)[C@@H](CO)O1)c1ccc(F)cc1
    -4.5, 0.6, 2.1, -7.0, -4.4, -2.0, ·, -5.1
O=C(NCCc1ccccc1)c1ccc2nc3cc(Cl)ccc3c(=O)n2c1
    -9.5, 0.0, 1.2, 8.3, 4.0, 9.5, ·, ·
CCn1c(SCc2ccc(Cl)c(Cl)c2)nnc1C(C)NC(=O)c1ccc(OC)cc1 (configuration not stated)
    -38.2, ·, 4.9, -1.8, 1.3, 0.3, -5.2, 7.1
O=c1c(-c2ccc(Cl)cc2)coc2c(CN3CCCCC3)c(O)ccc12
    -4.3, ·, -3.3, -21.9, -1.0, -7.0, -3.5, -3.9

# Remaining list, next part.
# Values in the order – RAD52 inh, E-sel inducer, ERAP1 inh, RAD54 branch, Cneo AK release, PglD inh, miR-122 sensor, PGC1a acetyl inh
COc1ccc(CCNC(=O)COc2ccc(S(=O)(=O)N3CCOCC3)cc2)cc1
    ·, ·, ·, 0.0, 1.2, 7.1, 4.8, -19.4
COc1ccc(S(=O)(=O)N2CCCCCC2)cc1C(=O)NCCc1ccc(F)cc1
    -2.2, ·, 0.0, 3.8, -1.6, -0.9, -0.5, -2.8
CCCc1cc(=O)oc2cc(Oc3ncccn3)ccc12
    ·, 2.0, ·, -1.1, -3.3, -5.8, -8.0, -2.9
CC(/C=N/NC(=O)c1cc(-c2ccncc2)nc2ccccc12)=C\c1ccco1
    -20.5, ·, -0.4, -4.9, -1.3, -0.3, -2.4, -4.9
CO[C@H]1CN(C)C(=O)c2cc(NC(=O)C3CC3)ccc2OC[C@@H](C)N(Cc2nccs2)C[C@H]1C
    -5.3, -0.2, -0.1, 4.8, -6.6, 1.6, ·, 14.6
O=C(N/N=C/C=C\c1ccccc1[N+](=O)[O-])c1cc(-c2ccc3ccccc3c2)n[nH]1
    -10.3, 3.0, 13.3, -6.7, 2.7, 1.6, -3.8, 8.7
O=C(O)CN1C(=O)C2C3CC(C2C1=O)C1C(c2ccc(F)cc2)c2sc(=O)[nH]c2SC31 (configuration not stated)
    -11.2, 0.0, -1.6, ·, ·, ·, -20.3, 7.9
C[C@H](CO)N1C[C@H](C)[C@@H](CN(C)S(=O)(=O)c2ccc(Cl)cc2)Oc2ccc(NC(=O)Cc3cn(C)c4ccccc34)cc2C1=O
    -17.4, 0.3, 0.2, 3.8, -1.5, 2.8, -6.9[16.7 µM], 8.2
COc1ccccc1CC(=O)NNS(=O)(=O)c1cccc([N+](=O)[O-])c1
    11.1, 0.1, -0.5, 7.6, -0.7, -1.3, -2.8, 4.8
COc1ccc(N/C=C(\C#N)S(=O)(=O)c2ccc(OC)cc2)cc1
    -19.1, -0.1, -0.7, -12.9, -0.9, -1.0, 11.7, 2.1
O=C(CSc1n[nH]c(=O)n1Cc1ccco1)Nc1ccccc1
    -11.6, ·, ·, 1.3, 4.1, 4.6, 4.9, -6.5
O=C(C1CC1)N1CCCCN2[C@H](CO)[C@H](c3ccc(C#CC4(O)CCCC4)cc3)[C@H]2C1
    11.1, ·, 2.9, -0.6, 0.7, -1.8, -25.4[16.7 µM], 2.1
CCCC#Cc1ccc([C@@H]2[C@@H](CO)N3CCCCN(C(=O)c4ccc5c(c4)OCO5)C[C@@H]23)cc1
    -8.4, -0.6, 0.8, 7.2, -0.9, -0.7, -6.2[16.7 µM], -6.0
O=C(CSc1nnc(-c2cccnc2)s1)Nc1cccc(C(=O)O)c1
    ·, ·, ·, 5.6, -3.5, 1.9, -20.3, -20.2
COc1ccc(C2(CNC(=O)C(c3ccccc3)c3ccccc3)CCOCC2)cc1OC
    0.8, ·, -3.5, -3.6, 0.4, -2.4, 2.2, 0.3
CO[C@@H]1CN(C)C(=O)c2ccc(NC(=O)c3cc(C)on3)cc2OC[C@@H](C)N(C(=O)C2CC2)C[C@H]1C
    -15.1, -0.2, -2.3, 1.4, 0.6, -1.2, 5.7[16.7 µM], ·
Cc1cccc(NC(=O)c2cc(Cl)nc3ccccc23)c1
    ·, ·, ·, 2.5, 0.3, 5.4, 3.7, 1.3
Cc1nc2ccccc2c(=O)n1/N=C/c1ccccc1OC(F)F
    -9.9, -0.2, -3.0, -11.7, -0.7, 1.6, -8.8, 8.3
COc1ccccc1NC(=O)C1=C(C)Nc2nc(-c3cccs3)nn2C1c1cccc(O)c1 (configuration not stated)
    ·, ·, ·, -9.1, -6.8, -4.5, -10.8, -5.3
CN(C)CC(=O)N[C@@H]1CC[C@@H](CCn2cc(C3CC3)nn2)O[C@@H]1CO
    -12.3, 0.0, 3.6, 8.4, 0.8, 0.4, ·, 10.2
CCC(NC(=O)C(C)NC)C(=O)N1CCCC1C(=O)NC1CCCc2ccccc21 (configuration not stated)
    -12.1, 0.1, -0.3, -8.1, 0.0, -2.4, 5.5, -20.8
C[C@@H]1CN([C@@H](C)CO)C(=O)c2cc(C#CC3(O)CCCC3)cnc2O[C@@H]1CN(C)Cc1ccccn1
    -7.6, ?, -1.5, -21.4, -1.4, 2.6, 7.8[16.7 µM], 6.1

# Structures above printed as active in RAD52 inh.
smiles	RAD52 inh	ERAP1 inh	PglD inh	miR-122 sensor	PGC1a acetyl inh
CN(C)CCCn1c(=O)n(CCc2ccccc2)c(=O)c2c3c(sc21)CCCCC3	55.7*	-5.0	3.0	-4.4	-5.8
